# Luc counter – Kinase-Glo luciferase inhibition (counter-screen) | Kinase-Glo luciferase, ATP luminescence, 8 min | AID 1379 | Potency, µM (highest dose often 38.3 µM), for the others: at the highest dose activity change, negative = inhibition, most hits filed as inhibitors | actives 0.28% (n = 200,000) | Q27757; note: % is set by controls: 0 for no effect and ±100 for the full control effect; nearly all actives have a fitted effect of over 60% in size
#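 Kinase-Glo luciferase light output from ATP and luciferin was measured with 10 uM ATP, within the enzyme's linear range. Buffer: 50 mM imidazole pH 7.2, 50 mM KCl, 7 mM MgCl2, 0.01% Tween 20, 0.05% BSA; luminescence read after 8 min at ambient temperature.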
# Epigenetic derep – regulators of epigenetic silencing causing reporter derepression in mouse cells; murine LDR cells, GFP reporter derepression, 30 h; Potency, µM (series often up to 53.9 µM), for the others: at the top dose GFP activation, hits mostly activators; actives 0.2% (n = 280,000); note: % of control where 0% means no effect; nearly all actives have a fitted effect of over 60% in size
#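 Derepression of a silenced CMV-GFP reporter in murine LDR cells is scored by enumerating GFP-positive cells with a laser-scanning microplate cytometer after 30 hours of treatment at 37 C.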
# RECQ1 helicase – blocks DNA unwinding by human RECQ1 | Potency, µM (highest dose often 57.3 µM), without a hit: top-dose activity, negative = inhibition, actives largely listed as inhibitors | actives 0.54% (n = 240,000) | RECQ1 DNA unwinding, red fluorescence kinetic read | P46063 | AID 2549;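 note: plate controls were vehicle for no effect and no enzyme for full effect; nearly all actives have a fitted effect of over 30% in size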
# Target sequence (P46063 whole entry, looked up): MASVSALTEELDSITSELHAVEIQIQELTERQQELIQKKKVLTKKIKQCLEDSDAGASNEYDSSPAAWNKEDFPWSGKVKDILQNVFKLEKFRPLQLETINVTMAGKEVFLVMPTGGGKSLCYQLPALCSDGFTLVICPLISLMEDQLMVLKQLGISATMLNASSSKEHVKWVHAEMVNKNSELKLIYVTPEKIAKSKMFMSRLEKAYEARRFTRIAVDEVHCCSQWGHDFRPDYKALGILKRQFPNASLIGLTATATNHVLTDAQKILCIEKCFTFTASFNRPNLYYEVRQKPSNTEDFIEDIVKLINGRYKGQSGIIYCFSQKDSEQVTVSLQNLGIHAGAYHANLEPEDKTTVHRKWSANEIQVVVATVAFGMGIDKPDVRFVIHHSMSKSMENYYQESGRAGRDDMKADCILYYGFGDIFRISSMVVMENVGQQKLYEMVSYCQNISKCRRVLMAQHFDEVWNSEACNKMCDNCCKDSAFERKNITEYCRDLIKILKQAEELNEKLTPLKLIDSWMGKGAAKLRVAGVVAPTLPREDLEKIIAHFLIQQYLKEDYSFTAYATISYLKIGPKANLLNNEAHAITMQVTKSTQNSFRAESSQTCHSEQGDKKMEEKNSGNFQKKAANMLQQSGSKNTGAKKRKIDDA
#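 RECQ1T1 50 nM; forked duplex (20 bp + 30-nt ss tails) 200 nM, ATP 2 mM final; pH 8.0, 2 mM MgCl2, 2.5 ug/ml poly(dI-dC); 15 min compound preincubation; discontinuous kinetic read over 2 h at RT.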
# GoLoco inh red – blocks human Gai1 binding to RGS12 GoLoco peptide, red readout; P63096; Gai1:RGS12 GoLoco peptide FP, rhodamine, 10 min; Potency, µM (doses to about 61.6 µM), for inactives: at the highest dose activity, negative = inhibition, usual class: inhibitors; actives 0.44% (n = 230,000); AID 880; active = well fitted inhibition curve with a large enough effect, not every such curve was filed as active; inactive = no such curve, though single readings can be large or run the other way; note: % is set by controls: 0 for no effect and ±100 for the full control effect; nearly all actives have a fitted effect of over 30% in size; many of its hits are not listed in these tables
# SMN2 splice up – enhancers of SMN2 splice variant expression | Potency, µM (top dose mostly 46.1 µM), for inactives: at the highest dose activity change, positive = activation, most hits filed as activators | AID 1458 | actives 2.8% (n = 210,000) | HEK293 SMN2-luciferase splicing reporter, luminescence, 30-36 h; note: % of control where 0% means no effect; nearly all actives have a fitted effect of over 55% in size
#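 qHTS luciferase splicing reporter: luminescence rises when SMN2 exon 7 is included in transfected HEK293 cells. Compound exposure lasted 30-36 h at 37C, with 4.5 mM final sodium butyrate as control, followed by a ONE-Glo read.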
# KDM4E inh – blocks human JMJD2E demethylase activity; actives 1.6% (n = 230,000); JMJD2E catalytic domain, FDH-coupled NADH fluorescence (FDH is formaldehyde dehydrogenase); Potency, µM (doses to about 57.1 µM), for the others: at the top dose activity change, negative = inhibition, hits mostly inhibitors; active = well fitted inhibition curve with a large enough effect, not every such curve was filed as active; inconclusive = small, poorly fitted or top-dose-only effect, or another doubt; inactive = no such curve, though single readings can be large or run the other way;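 note: 0% = wells with enzyme and -100% = buffer wells without enzyme; nearly all actives have a fitted effect of over 50% in size; many of its hits are not listed in these tables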
# Target sequence (B2RXH2 1-337 limits assumed): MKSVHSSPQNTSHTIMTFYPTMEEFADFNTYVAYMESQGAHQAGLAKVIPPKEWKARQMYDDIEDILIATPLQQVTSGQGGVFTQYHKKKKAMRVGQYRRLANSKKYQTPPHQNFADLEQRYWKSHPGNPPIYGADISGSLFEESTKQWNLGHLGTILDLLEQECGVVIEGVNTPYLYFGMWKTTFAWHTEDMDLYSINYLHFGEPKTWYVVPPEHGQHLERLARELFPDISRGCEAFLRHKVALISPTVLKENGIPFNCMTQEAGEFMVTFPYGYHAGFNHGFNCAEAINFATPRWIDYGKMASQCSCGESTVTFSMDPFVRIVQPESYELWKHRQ
# NPSR antagonist – neuropeptide S receptor (human) antagonism, cAMP. Potency, µM (top dose mostly 38.3 µM), inactives show top-dose activity change, negative = inhibition, usual class: inhibitors. AID 1461. actives 1% (n = 220,000). Q6W5P4. CHO-NPSR cells, cAMP TR-FRET, antagonist mode; note: % is set by controls: 0 for no effect and ±100 for the full control effect; nearly all actives have a fitted effect of over 50% in size; many of its hits are not listed in these tables
# IMPase Li inh – membrane-permeable IMPase blocker, potentiated with lithium; actives 0.35% (n = 210,000); AID 1457; CHO-M1 cells, IP1 TR-FRET (IP-One), carbachol + lithium; Potency, µM (highest dose often 59.4 µM), inactives show at the highest dose activity, negative = IMPase inhibition, hits mostly inhibitors;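 note: IP1 builds up when IMPase is blocked and the TR-FRET signal falls; plate controls were basal vehicle for no effect and high inhibitor control for full effect; nearly all actives have a fitted effect of over 50% in size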
#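 Readout is a homogeneous TR-FRET IP1 immunoassay (Ex 320, Em 665 and 620), where raised cytosolic IP1 lowers signal. Cells were CHO-M1 treated 30 min at 37C with test compounds plus a little lithium; AC50 values came from Hill-equation fitting.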
# Numbers without * were called inactive; i = inactive; ? = inconclusive; · = not tested or not shown; [ ] = dose if it differs, or a comment. Unless noted, calls come from the whole dose curve; as a rule, active = well fitted curve in the direction sought with a large enough effect; inconclusive = small, poorly fitted or top-dose-only effect, or another doubt; inactive = no such curve, though single readings can be large; an effect the other way counts as inactive or inconclusive. Potency is the fitted concentration of half-maximal effect. These rows are one share of the data; rates above refer to the full screens.
# The opening 3 entries as a preview:
SMILES	Luc counter	Epigenetic derep	RECQ1 helicase	GoLoco inh red	SMN2 splice up	KDM4E inh	NPSR antagonist	IMPase Li inh
Cc1cccc(N2CCN(C(=O)/C=C/c3cccs3)CC2C)c1 (stereo not given)	1%	1.1%	i	-3%	8%	-2%	-36%	6%
COC(=O)c1cc(Cl)c(NC(=O)/C=C/c2ccc(Cl)cc2)cc1OC	3%	0.0%	-13%	1%	19%	?	-10%[46.1 µM]	13%
COc1ccc2c(CC(=O)NCC3CCC(C(=O)O)CC3)cc(=O)oc2c1 (stereo not given)	-5%	-2.4%	-11%	-7%	9%	?	-6%[46.1 µM]	?

# All compounds of this part (from the top)
SMILES	Luc counter	Epigenetic derep	RECQ1 helicase	GoLoco inh red	SMN2 splice up	KDM4E inh	NPSR antagonist	IMPase Li inh
Cc1cccc(N2CCN(C(=O)/C=C/c3cccs3)CC2C)c1 (stereo not given)	1%	1.1%	i	-3%	8%	-2%	-36%	6%
COC(=O)c1cc(Cl)c(NC(=O)/C=C/c2ccc(Cl)cc2)cc1OC	3%	0.0%	-13%	1%	19%	?	-10%[46.1 µM]	13%
COc1ccc2c(CC(=O)NCC3CCC(C(=O)O)CC3)cc(=O)oc2c1 (stereo not given)	-5%	-2.4%	-11%	-7%	9%	?	-6%[46.1 µM]	?
CC(=O)Nc1sc2c(c1CN1CCN(C)CC1)CCCC2	-2%	-0.9%	-2%	9%	6%	0%	-1%[46.1 µM]	1%[38.3 µM]
COc1ccc(-c2noc(CCCC(=O)O)n2)cc1	-1%	-1.1%	i	1%	25%	1%	-11%[46.1 µM]	2%[38.3 µM]
COc1ccc(NC(=O)C2CCCCN2CC(=O)OCc2ccccc2)cc1OC (stereo not given)	2%	0.0%	-4%	1%	16%	2%	-5%[46.1 µM]	8%[38.3 µM]
N=C1/C(=C/c2cccn2-c2ccc([N+](=O)[O-])cc2)C(=O)N=C2SC=CN12	-4%	-1.1%	-4%	7%	-7%	1%	22%	-7%
O=c1[nH]c(NCCO)nc2c1C1(CCCCC1)Cc1ccccc1-2	1%	-1.0%	-13%	7%	14%	?	?	11%[38.3 µM]
COc1ccc(-c2nc3c(n2O)CCc2c-3no[n+]2[O-])cc1	·	-3.1%	i	-8%	·	-23%	-52%	·
COc1cc(C2C3=C(CC(C)(C)CC3=O)OC(N)=C2[N+](=O)[O-])ccc1O (stereo not given)	·	-0.9%	-4%	·	·	-11%	1%[46.1 µM]	·
Cc1nc(-c2cccs2)sc1C(=O)NN	·	-1.4%	-11%	9%	·	?	7%	·
COc1cc(Br)cc2cc(C(=O)N3CCCCC3C)c(=O)oc12 (stereo not given)	2%	0.0%	i	2%	16%	0%	-10%[46.1 µM]	16%[38.3 µM]
COC(=O)N1[C@H](C)C=C[C@]1(Cc1ccccc1)C(=O)NCCCNc1ncc(C(F)(F)F)cc1Cl	-2%	0.3%	-7%	-2%	-19%	?	·	-14%
Cc1cccc(N2CCN(C(=O)C(NS(=O)(=O)c3cccs3)c3ccccc3)CC2)c1C (stereo not given)	-3%	4.8%	-9%	8%	3%	10%	?	39%[38.3 µM]
Nc1cccc(-c2nc3ccccc3[nH]2)c1	-14%	0.0%	-3%	9%	13µM*	?	5%	2%
O=C(Cc1cccs1)Nc1ccccc1-c1nc2ccccc2[nH]1	·	5.3%	15%	40%[activator]	·	?	-29%	·
CC1=C(Sc2nc3ccccc3[nH]2)C(=O)NC(C)(C)C1	-2%	2.0%	-5%	-10%	13%	1%	11%[46.1 µM]	2%[38.3 µM]
Cc1ccc(NC(=O)CCC(=O)OCC(=O)c2ccc(-c3ccccc3)cc2)cc1	1%	-2.5%	-14%	14%	-4%	-9%	0%[46.1 µM]	-4%[38.3 µM]
COC(=O)c1ccc(Cn2cnc3c(cnn3-c3ccc(C)c(C)c3)c2=O)o1	4%	-1.0%	-1%	-4%	-33%[inhibitor]	?	-1%	18%
CCOCCCNC(=O)c1ccc(N2CCOCC2)c(NS(=O)(=O)c2ccc(OC)cc2)c1	7%	-0.1%	10%	7%	-11%	-18%	-4%	-17%
COC(=O)c1ccc(-c2n[nH]c(=O)c3ccccc23)cc1	0%	4.0%	-6%	15%	-9%	-6%	-2%[46.1 µM]	-8%
COC(=O)c1sc(S(=O)(=O)NC(C)C(=O)O)c(C(=O)OC)c1C (stereo not given)	1%	-1.4%	-4%	9%	11%	-3%	-17%	-3%
Cc1cc(SCC(=O)N(C)CC(=O)Nc2ccc(F)cc2)nc2ccccc12	-2%	-1.1%	-6%	12%	-8%	-5%	-14%	1%
O=C(CN(c1ccc2c(c1)OCCO2)S(=O)(=O)c1ccccc1)NCC1CCCO1 (stereo not given)	4%	-1.0%	-20%	-4%	9%	0%	4%[46.1 µM]	14%[38.3 µM]
O=C(Nc1nnc(Cc2ccc(Cl)cc2)s1)c1cccs1	1%	-7.2%	2%	33%[activator]	15%	-2%	0%[46.1 µM]	-1%
CCOC(=O)N1c2ccccc2Sc2ccccc21	0%	-0.3%	i	10%	·	-9%	16%	11%
CCOC(=O)Cc1csc(NC(=O)COc2ccc(C)c(C)c2)n1	-6%	-2.1%	i	-8%	·	-13%	-4%	-3%
Cc1ccc2c(CSc3nncn3C)cc(=O)oc2c1C	-1%	-0.2%	-1%	-1%	7%	0%	0%	-3%
O=C(Cn1nc(-c2cccc(Cl)c2)ccc1=O)Nc1cccnc1	-2%	1.5%	i	-5%	10%	0%	-9%[46.1 µM]	-1%[38.3 µM]
CCOc1ccc(NS(=O)(=O)c2ccc(NC(=O)c3cccnc3)c(OC)c2)cc1	-1%	5.5%	i	1%	-11%	6%	-2%	8%
CCCNC(=O)C(=O)N/N=C/c1ccc(OCc2ccccc2)cc1	2%	3.2%	6%	-4%	-12%	-6%	19%	-5%
COc1ccccc1NC(=S)NCCc1c[nH]c2ccccc12	-5%	-0.9%	-4%	-5%	-17%	3%	-16%[46.1 µM]	-19%[38.3 µM]
CCCn1c2ccccc2c2nnc(SCC(=O)Nc3nnc(CC(=O)OCC)s3)nc21	16%	-0.8%	-19%	-11%	-15%	-8%	?	?
O=C(Nc1ccc(Cc2ccncc2)cc1)c1cccc([N+](=O)[O-])c1	-1%	-0.9%	0%	-2%	-9%[1.84 µM]	-3%	-20%	-4%
CCOC(=O)C1=C(CN2CCC(C)CC2)NC(=O)NC1c1ccc(Cl)cc1 (stereo not given)	0%	3.2%	?	5%	?	1%	?	1%[38.3 µM]
Cc1ccc(S(=O)(=O)CC(=O)c2ccc(C(C)(C)C)cc2)cc1	·	0.0%	-19%	·	·	3%	-16%[46.1 µM]	·
CC(C)(C)NC(=O)COC(=O)c1snc(C(=O)NC2CCCCC2)c1N	2%	0.0%	-14%	-2%	-112%[inhibitor]	?	-6%[46.1 µM]	14%[38.3 µM]
Cn1ncc2c(Nc3ccc([N+](=O)[O-])cc3)nc(Cl)nc21	·	-0.3%	-23%	-10%	·	5%	6%	·
Cc1ccc(Nc2nc(N)nc(CSc3nc(C)cc(C)n3)n2)cc1	11%	-0.7%	i	6%	-4%	0%	-19%[46.1 µM]	-7%[38.3 µM]
c1ccc(-n2cnnc2SCc2nc3ccccc3s2)cc1	-6%	-3.2%	-6%	43%[activator]	-17%	-4%	-6%[46.1 µM]	0%[38.3 µM]
COc1ccc(N=C2C(=O)Nc3c(C)cccc32)cc1	-3%	-1.9%	8%	-5%	-9%	-3%	2%[46.1 µM]	-8%[38.3 µM]
CCN1CCN(C(c2ccccc2OC)c2nnnn2C2CCCCC2)CC1 (stereo not given)	-2%	-1.0%	i	-11%	14%	2%	7%[46.1 µM]	24%[38.3 µM]
N=C(N)SCc1cccc2ccccc12	-4%	0.0%	8%	1%	-20%	2%	9%[46.1 µM]	4%[38.3 µM]
O=C(CCn1c(=O)[nH]c2ccsc2c1=O)N1CCc2ccccc2C1	-3%	0.0%	-11%	-9%	0%	9%	-13%[46.1 µM]	17%[38.3 µM]
C/C=C/c1cc(CN2CCN(c3ccccc3)CC2)c(O)c(OC)c1	-1%	1.4%	-2%	11%	265%	2%	-25%	8%
Cc1ccc(-c2cc(C(F)(F)F)c(C#N)c(=O)[nH]2)cc1	-3%	-3.0%	7%	-20%	-1%	-9%	-4%	-20%
O=C(NCC(c1ccco1)N1CCN(c2ccccc2)CC1)OCc1ccccc1 (stereo not given)	4%	0.0%	-3%	3%	-69%[inhibitor]	4%	-24%	1%
CC/C(=N\NC(=O)COc1ccc(Br)cc1)c1ccc(OC)c(OC)c1	-2%	-2.2%	-15%	-4%	-10%	2%	-1%	14%
CC(=O)Nc1ccccc1C(=O)C(=O)Nc1cccc(C(=O)NCc2ccc(C)cc2)c1	1%	-1.0%	-5%	4%	-14%	3%	10%	4%
CCN(CC)c1ccc(/C=C/c2cc(-c3ccccc3)c3ccccc3n2)cc1	·	3.2µM*	-4%	132%[activator]	·	-1%	58%	·
Brc1cc(Br)c2nc(-c3ccc(N4CCOCC4)cc3)ccc2c1	6%	-0.9%	-1%	3%	30%	?	?	?
O=c1c2ccccc2c(C=NCCc2ccccc2)c(O)n1Cc1ccccc1	19%	-1.0%	i	-8%	3%	-2%	?	35%[activator][38.3 µM]
CC(=O)c1cnc2c(-c3ccccc3)cnn2c1C	0%	-3.3%	-1%	5%	-3%	6%	7%[46.1 µM]	2%[38.3 µM]
Cc1c(O)ccc(/C=N/Nc2nc(-c3cccnc3)nc3ccccc23)c1O	·	?	20µM*	19%	·	?	?	·
C=CCC(O)(/C=C/c1ccccc1)c1ccccc1 (stereo not given)	-1%	-2.4%	-8%	4%	13%	4%	·	5%
CNC(=S)N(CCc1c(C)[nH]c2ccc(OC)cc12)Cc1cc(OC)c(OC)c(OC)c1	-3%	0.2%	-10%	6%	-7%	-13%	-32%	5%

# Assay outcomes deposited in PubChem by National Center for Advancing Translational Sciences (NCATS).
